# Source: PubChem
# S1P4 antagonist: blocks the human S1P4 receptor. O95977. S1P4-expressing cells, antagonist mode, reporter read-out. inhibition, % at 4.98 µM. 0.26% of 220,000 active. AID 1510; in the data active = inhibition above about 29%;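 note: 0% = wells stimulated with agonist and 100% = vehicle wells without agonist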
# PERK inhibitor: human PERK inhibition, primary cell-based screen | Q9NZJ5 | CHO PERK-DD fusion, SEAP luminescence translation reporter | inhibition, % at 5.6 µM | 0.17% of 220,000 active | AID 1416;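 active = inhibition above the mean inhibition of all tested compounds plus 3 SD, set separately per screening campaign, cut at about 2.9% in these data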;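 note: PERK kinase domain activated by AP20187 dimerizer at 100 nM; 0% = DMSO with dimerizer and 100% = rapamycin at 8.4 µM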
# Ba/F3 V617F tox: lowers viability of Ba/F3 cells expressing EpoR and JAK2V617F; ATP luminescence; inhibition, % at 5.6 µM; AID 1446; 1.1% of 220,000 active;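 active = inhibition above the campaign mean plus 3 SD over all tested compounds, cut at about 24% in these data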;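 note: cytokine-independent growth of Ba/F3 cells driven by EpoR plus mutant JAK2; 0% = DMSO-treated cells and 100% = JAK inhibitor I control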
# MDM2 E3 inh: blocks human Mdm2 ubiquitin ligase activity; 0.11% of 210,000 active; Q00987; signal enhancement, % at 5 µM; AID 1230; cell-based MDM2 ubiquitination luciferase reporter, 2 h; 0 = plate control, 100 = twice control, blank-subtracted;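 active = signal enhancement of 30% or more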;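 note: luminescence tracks abundance of the self-degrading MDM2-luciferase fusion protein; higher signal means inhibition of MDM2 E3 ligase activity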
#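 System: stable MDM2–luciferase fusion reporter cells / Input: 2000 cells seeded into each well / Schedule: 4 h settle plus 2 h compound, 37 °C / Compound: single-point 5 µM / Buffer or medium: cells held in DMEM / Benchmarks: control and blank well means / Evaluation: percent signal gain over controls, blank-subtracted / Measured by: luciferase luminescence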
# eIF4E-4G inh: eIF4E/eIF4G interaction inhibition in translation initiation; P63073+Q04637; inhibition, % at 21.7 µM; TR-FRET eIF4E-eIF4GI(517-606) binding, 2 h; 0.37% of 220,000 active;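 active = inhibition above about 30%, limit read from the data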;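 note: 0% = full FRET control wells and 100% = background wells lacking eIF4GI fragment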
# Wee1 stabilizer: inhibitors of human Wee1 degradation | P30291 | HeLa Luc-Wee1K328M stability, luciferase luminescence; 100% = proteasome inhibitor MG132 effect | reporter increase, % at 5 µM | 1.2% of 220,000 active | AID 1321;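 active = activation above the mean of all tested compounds plus 3 SD, set per screening run, cut at about 8.8% in these data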;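 note: cells exposed to compound for 20 h before luminescence read; 0% = DMSO alone and 100% = MG132 at 30 µM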
# Target sequence (P30291 whole entry K328M): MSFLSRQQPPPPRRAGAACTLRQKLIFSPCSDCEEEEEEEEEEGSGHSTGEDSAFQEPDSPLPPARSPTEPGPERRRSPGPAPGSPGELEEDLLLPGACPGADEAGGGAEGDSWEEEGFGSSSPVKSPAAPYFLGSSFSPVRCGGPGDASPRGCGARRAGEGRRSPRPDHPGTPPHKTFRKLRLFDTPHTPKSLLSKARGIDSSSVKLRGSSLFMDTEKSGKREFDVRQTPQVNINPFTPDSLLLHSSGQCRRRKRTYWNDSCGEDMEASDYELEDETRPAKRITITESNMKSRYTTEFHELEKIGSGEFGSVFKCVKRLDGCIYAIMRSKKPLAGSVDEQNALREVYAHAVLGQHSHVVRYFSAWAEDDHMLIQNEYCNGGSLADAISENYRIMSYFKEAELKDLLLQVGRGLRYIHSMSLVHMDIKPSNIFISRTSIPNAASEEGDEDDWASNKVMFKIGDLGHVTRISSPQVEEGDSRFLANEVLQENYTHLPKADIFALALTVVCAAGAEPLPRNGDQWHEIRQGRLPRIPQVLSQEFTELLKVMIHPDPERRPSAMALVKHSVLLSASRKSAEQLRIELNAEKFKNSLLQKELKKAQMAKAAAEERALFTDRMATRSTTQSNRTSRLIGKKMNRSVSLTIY
# BaF3 tox: parental Ba/F3 viability inhibition as JAK2V617F counter-screen. CellTiter-Glo ATP luminescence. inhibition, % at 5.6 µM. 1.1% of 220,000 active. AID 1486;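 active = inhibition above a per-campaign cutoff, the mean inhibition of all tested compounds plus 3 SD, cut at about 27% in these data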;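 note: 0% = DMSO wells and 100% = JAK Inhibitor I control wells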
# NPY-Y2 PAM-ag: potentiators or agonists of human neuropeptide Y receptor Y2; activation, % at 3.6 µM; cells expressing NPY-Y2, potentiator/agonist read-out; P49146; 0.45% of 220,000 active; in the data active = activation above about 27%;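 note: cells stimulated with NPY near EC25 plus isoproterenol at EC100; 0% = vehicle plus submaximal agonist and 100% = vehicle plus saturating agonist; some results beyond the cut were filed as inactive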
# Target sequence (P49146 whole entry, looked up): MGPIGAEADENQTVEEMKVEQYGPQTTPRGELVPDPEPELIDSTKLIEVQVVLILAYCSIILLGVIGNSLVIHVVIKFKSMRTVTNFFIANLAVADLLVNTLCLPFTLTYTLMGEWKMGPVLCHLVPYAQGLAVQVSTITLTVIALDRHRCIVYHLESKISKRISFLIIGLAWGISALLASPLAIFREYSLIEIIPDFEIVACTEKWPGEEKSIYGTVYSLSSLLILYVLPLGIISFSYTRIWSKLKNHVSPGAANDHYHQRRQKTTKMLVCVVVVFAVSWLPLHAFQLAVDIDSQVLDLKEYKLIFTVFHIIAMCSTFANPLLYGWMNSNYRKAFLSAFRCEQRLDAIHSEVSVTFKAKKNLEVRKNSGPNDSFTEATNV
# S1P4 agonist: agonists of human S1P4 receptor; O95977; S1P4-expressing cell line, agonist reporter assay; activation, % at 4.98 µM; 0.35% of 220,000 active; in the data active = activation above about 11%;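 note: 0% = DMSO vehicle and 100% = reference agonist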
# Starred values were filed as active, the others as inactive; · = no result given; [ ] = another dose, or the depositor's remark.
SMILES,S1P4 antagonist,PERK inhibitor,Ba/F3 V617F tox,MDM2 E3 inh,eIF4E-4G inh,Wee1 stabilizer,BaF3 tox,NPY-Y2 PAM-ag,S1P4 agonist
CCC(COC)NC(=O)CCc1nnc(Cc2cccc(C(F)(F)F)c2)o1 (centres undefined),-10,-0.1,3,-4,-1,-1,4,-5,2.4
CCc1cc(CNC(=O)CC2C(=O)NCCN2Cc2c(F)cccc2Cl)on1 (centres undefined),5,-0.1,3,-11,-2,-2,6,5,-1.7
Cc1cc(C)n2nc(CCCCc3nc4nc(C)cc(C)n4n3)nc2n1,-4,0.5,-2,-6,-2,0,4,1,1.8
Cc1cc(CNC(=O)[C@H]2C[C@@H]2[C@H](NP(=O)(c2ccccc2)c2ccccc2)c2ccccc2)nn1C,-1,0.1,0,·,2[fluorescence artefact?],-1,6,-1,1.3
Cc1cc(C(=O)NNC(=O)c2ccc(Cl)cc2)no1,-13,0.8,0,0,1,2,6,-12,1.1
Cc1ccc(C)c(S(=O)(=O)NC(C)C(=O)Nc2ccc(-c3nc4ccccc4s3)cc2)c1 (centres undefined),-10,-0.8,0,-8,-7,0,4,4,2.1
COc1ccc(OCC(=O)Nc2cccc3cccnc23)cc1,-4,0.2,2,-15,0,-3,10,-4,-1.1
CC(=O)Nc1ccc(-c2nn[nH]n2)cc1,-6,0.5,-2,·,3,0,-6,6,0.5
O=C(CCC1CCCCC1)Nc1c[nH]c(=O)[nH]c1=O,-8,-1.0,0,-6,-1,-3,0,-2,2.0
CC(C)c1nn(-c2cc(C(F)(F)F)ccn2)c(=O)o1,6,1.5,1,-10,2,-3,-2,1,-0.6
CCOc1ccc(OCC)c(NC(=O)CN2CCN(c3cccc(C)c3)C(C)C2)c1 (centres undefined),3,-1.2,2,-10,6[fluorescence artefact?],1,7,3,2.6
Cc1ccc(C2N(c3nccs3)C(=O)C3CCCN32)cc1 (centres undefined),-15,0.9,-1,2,-2[fluorescence artefact?],-1,3,-5,-0.4
CCOC(=O)c1cnc(-n2cc(C)cn2)nc1Nc1ccccc1OCC,-23,0.8,-1,-13,-3,-2,6,-2,-1.7
N/C(=N\OC(=O)CC1CCCCC1)c1ccccc1,-6,0.0,1,-19,0[fluorescence artefact?],-2,2,5,1.7
CC1CC2(CCCCC2)N2C(=O)C(=O)c3cccc1c32 (centres undefined),-24,-0.3,-1,-17,2,-3,3,4,2.9
COC(=O)c1cccc(N(C(=O)c2cnccn2)C(C(=O)NC2CCCCC2)c2cn(C)nc2C)c1 (centres undefined),-8,-0.5,3,-11,-8,0,7,-10,-4.6
O=C(NCc1ccccc1)c1ccc(/C=N/O)nc1,-20,0.5,-1,-19,0,1,1,-2,1.1
COC(=O)c1ccc(CSc2ncnc3c2oc2ccccc23)o1,1,1.1,-8,·,-120[fluorescence artefact?],0,-2,8,0.8
COc1cc(OC)nc(NC(=O)CN2CCN(c3ccc(F)cc3)CC2)n1,-15,0.0,-2,-19,-3[fluorescence artefact?],-1,2,-2,2.2
COc1ccccc1N1CCN(C2CCN(S(=O)(=O)c3ccc(NC(C)=O)cc3)CC2)CC1,-13,-0.1,1,-17,-3,4,10,-22,0.3
O=C(Oc1c(Br)cc([N+](=O)[O-])cc1Br)c1cccnc1,-6,0.1,-2,-3,4,-1,-2,4,0.7
CCn1cc(C(=O)OCC(=O)Nc2c(C)cccc2C)c(=O)c2ccc(C)nc21,-10,1.3,0,9,19,-3,9,16,1.1
O=C(CSc1ccc(-c2ccccn2)nn1)NCc1ccc(F)cc1,-11,1.5,4,-11,1,-2,7,-26,1.4
COc1ccccc1N(C)S(=O)(=O)c1ccc(C(=O)OCC(=O)N(C)c2ccccc2)cc1,-5,-0.6,2,-23,1,0,3,-2,-1.4
O=C(NCc1ccco1)c1ccc2c(c1)N(Cc1ccccc1)CCS2,-11,0.1,-2,-15,1,-3,3,1,0.4
COc1ccc(C(=O)COc2ncnc3cc(Cl)ccc23)cc1,10,-0.7,0,-6,-5,3,-2,-19,0.5
CCN(CC)C(=O)C(C)N(C#N)c1nc(C)cc(C)n1 (centres undefined),-7,1.2,-2,-25,-1,3,5,105*,-0.7
N#CCSc1nnc(Cc2cccs2)n1C1CCCCC1,5,0.7,3,-1,4[fluorescence artefact?],-4,1,9,-0.7
COc1ccccc1NS(=O)(=O)c1cc(NC(=O)/C=C/c2cccs2)ccc1N1CCOCC1,-4,-0.3,1,-18,-2[fluorescence artefact?],3,7,9,-1.4
COc1cccc(C(=O)NC2CCN(CC(=O)Nc3cccc(C)c3C)CC2)c1,5,0.5,2,-4,3,2,4,-13,0.1
CCn1cc(CN2CCCC(C(=O)c3ccc(-c4ccccc4)cc3)C2)cn1 (centres undefined),-4,-0.6,2,·,1,0,5,-17,0.2
CCCc1nnc(NC(=O)CCCC(=O)O)s1,15,0.0,6,0,-1,-2,2,-6,0.8
Cc1cc2nc(C3CCCN(C(=O)NCc4ccccc4)C3)[nH]c2cc1C (centres undefined),-18,-0.4,0,·,6,-2,6,-21,1.9
CC(c1ccco1)N(C(=O)c1ccccc1F)c1ccccn1 (centres undefined),-3,1.3,0,3,1,-2,6,12,0.8
Cc1ccc(CN2C3=NCCCN3c3ccccc32)cc1,-4,-0.6,7,-17,-1,-1,12,-14,9.5
Cc1ccc(S(=O)(=O)N2C(=O)/C(=C3\SC(=S)NC3=O)c3ccccc32)cc1,3,0.0,1,·,-2,1,-11,-13,2.3
CN(CCNC(=O)c1cc2c(=O)n(C)c3ccccc3c2n1C)Cc1ccccc1,1,-0.7,-2,-15,-1,0,2,-36,-1.0
CCN(c1ccccc1)S(=O)(=O)c1ccc(Cl)c(C(=O)OCC(=O)NC(=O)C(C)C)c1,-10,0.6,2,-13,3,3,3,-8,-0.2
C=CCn1c(C)csc1=Nc1ccc(C(=O)O)cc1,-10,1.5,1,-4,4,2,5,-7,1.4
CCOc1ccc2c(c1)c(N=NC(N)=S)c(O)n2C,13,0.2,0,-12,-5,-1,1,4,-0.8
COc1ccc(OC)c2sc(NC(=O)C3CC3)nc12,4,0.1,-3,-17,4,0,6,20,1.5
CSc1ccccc1NC(=O)c1c(Br)cnn1C,-64,-0.5,3,·,10,3,3,-6,1.8
O=C(N=Nc1c(O)n(C2OC(=O)c3ccccc32)c2ccccc12)c1ccc(O)cc1 (centres undefined),-20,0.3,2,-13,-12,2,3,0,1.2
CCOc1ccc2nc(Cl)c(CN(C(=O)c3cnccn3)C3CCCC3)cc2c1,-1,0.0,-4,-5,1,-1,1,-12,-0.1
CC(C)(C)n1nnnc1C(c1cccs1)N(Cc1cccnc1)Cc1ccco1 (centres undefined),-1,-1.1,-1,-15,3,-4,-1,2,0.5
COc1ccc(OC)c(NC(=O)C(CC(=O)O)Cc2ccc(Cl)cc2)c1 (centres undefined),-17,0.7,-6,-14,-12,0,1,1,-0.4
COc1cc(/C=N/n2c(-c3ccccc3)n[nH]c2=S)cc(OC)c1O,9,1.4,2,-18,1,0,-1,18,2.1
COc1cc(C(=O)N2CCc3ccccc32)ccc1OCc1c(C)noc1C,-8,0.3,0,·,4,1,-2,-2,0.7
CCc1ccc(CC)c(S(=O)(=O)Nc2ccc(C(=O)O)c(O)c2)c1,2,1.9,0,-1,4,3,5,12,-0.3
COC(=O)CCN(C(=O)c1ccc([N+](=O)[O-])cc1)c1ccccn1,2,1.0,0,-15,3,2,2,-16,1.3
COc1ccc(NC(=O)c2cc(S(=O)(=O)N3CCCC3)oc2C)cc1,-6,1.6,2,-42,-4,2,4,8,1.5
Cn1nnc(NC(=O)COc2ccc(C3CCCCC3)cc2)n1,-14,1.5,2,13,-1,-1,10,2,0.0
CC(C)(C)c1ccc(C(=O)Nc2nnc(Cc3c[nH]c4ccccc34)s2)cc1,-22,0.4,-5,6,-4[fluorescence artefact?],-3,1,6,-0.1
COC(=O)CSc1nnc(-c2cnccn2)n1C,-27,0.5,-3,9,0,0,1,-6,-0.3
O=C1CCC(C(=O)Nc2cccc3ccccc23)N1 (centres undefined),-21,0.7,-3,8,1,-1,-2,6,2.0
COc1ccc(S(=O)(=O)N(C)CC(=O)N2CCN(Cc3ccccc3)CC2)cc1C,9,-0.9,0,5,-1,-2,4,-4,-0.3
C#CC(CC)(CC)NC(=S)Nc1cccc(C(C)=O)c1,-9,-0.6,-2,9,5,1,9,-3,-3.2
Cc1cccc(Oc2ccc(NC(=O)c3ccccc3C(=O)O)cc2)c1C,6,0.9,-3,-3,7,0,4,2,-0.3

# Of the compounds above, 13 contain an aryl methoxy group:
SMILES,S1P4 antagonist,PERK inhibitor,Ba/F3 V617F tox,MDM2 E3 inh,eIF4E-4G inh,Wee1 stabilizer,BaF3 tox,NPY-Y2 PAM-ag,S1P4 agonist
COc1ccc(OCC(=O)Nc2cccc3cccnc23)cc1,-4,0.2,2,-15,0,-3,10,-4,-1.1
COc1cc(OC)nc(NC(=O)CN2CCN(c3ccc(F)cc3)CC2)n1,-15,0.0,-2,-19,-3[fluorescence artefact?],-1,2,-2,2.2
COc1ccccc1N1CCN(C2CCN(S(=O)(=O)c3ccc(NC(C)=O)cc3)CC2)CC1,-13,-0.1,1,-17,-3,4,10,-22,0.3
COc1ccccc1N(C)S(=O)(=O)c1ccc(C(=O)OCC(=O)N(C)c2ccccc2)cc1,-5,-0.6,2,-23,1,0,3,-2,-1.4
COc1ccc(C(=O)COc2ncnc3cc(Cl)ccc23)cc1,10,-0.7,0,-6,-5,3,-2,-19,0.5
COc1ccccc1NS(=O)(=O)c1cc(NC(=O)/C=C/c2cccs2)ccc1N1CCOCC1,-4,-0.3,1,-18,-2[fluorescence artefact?],3,7,9,-1.4
COc1cccc(C(=O)NC2CCN(CC(=O)Nc3cccc(C)c3C)CC2)c1,5,0.5,2,-4,3,2,4,-13,0.1
COc1ccc(OC)c2sc(NC(=O)C3CC3)nc12,4,0.1,-3,-17,4,0,6,20,1.5
COc1ccc(OC)c(NC(=O)C(CC(=O)O)Cc2ccc(Cl)cc2)c1 (centres undefined),-17,0.7,-6,-14,-12,0,1,1,-0.4
COc1cc(/C=N/n2c(-c3ccccc3)n[nH]c2=S)cc(OC)c1O,9,1.4,2,-18,1,0,-1,18,2.1
COc1cc(C(=O)N2CCc3ccccc32)ccc1OCc1c(C)noc1C,-8,0.3,0,·,4,1,-2,-2,0.7
COc1ccc(NC(=O)c2cc(S(=O)(=O)N3CCCC3)oc2C)cc1,-6,1.6,2,-42,-4,2,4,8,1.5
COc1ccc(S(=O)(=O)N(C)CC(=O)N2CCN(Cc3ccccc3)CC2)cc1C,9,-0.9,0,5,-1,-2,4,-4,-0.3

# Some of these compounds in order of the eIF4E-4G inh value, low to high.
canonical_smiles,S1P4 antagonist,PERK inhibitor,eIF4E-4G inh,Wee1 stabilizer,NPY-Y2 PAM-ag,S1P4 agonist
COc1ccc(OC)c(NC(=O)C(CC(=O)O)Cc2ccc(Cl)cc2)c1 (centres undefined),-17,0.7,-12,0,1,-0.4
Cn1nnc(NC(=O)COc2ccc(C3CCCCC3)cc2)n1,-14,1.5,-1,-1,2,0.0
COc1cc(C(=O)N2CCc3ccccc32)ccc1OCc1c(C)noc1C,-8,0.3,4,1,-2,0.7

# Random draw from the library (roughly 4.1% active in at least one column).
